Screening results as filed in PubChem.
SV40 large T antigen = SV40 large T antigen inhibitors, biochemical (AID 1903); SV40 large T antigen ATPase/helicase inhibition assay; higher % means a stronger effect; one-dose inhibition, % at 20 µM; IC50 in µM for titrated hits; 310,000 compounds, 0.39% hits; in the data active = a potency from the dose series; inconclusive = inhibition mostly from about 32% at the one dose, without a potency; inactive = the rest, 99 in 100 with inhibition below about 32%; also: strong numbers were not always called active
GPR35 arrestin U2OS = GPR35 antagonists blocking zaprinast-driven arrestin recruitment, primary screen, imaging, U2OS, beta-arrestin-GFP, zaprinast agonist (AID 2058) | G-protein coupled receptor 35 (Homo sapiens) | U2OS GPR35 beta-arrestin-GFP translocation imaging, zaprinast antagonism; higher % means a stronger effect | inhibition, % at 10 µM; hits with a dose series show IC50 in µM | 290,000 compounds, 0.052% hits;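 active = inhibition of at least 50% with at least 30 cells and total cytoplasm GFP at most 10,000,000; inconclusive = under 30 cells or total GFP of 10,000,000 plus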
NS5 inhibitors = Dengue-2 NS5 methyltransferase inhibitors, primary screen, biochemical, confirmation dose response (AID 588689); inhibition, % at 25 µM, or IC50 in µM where a hit was titrated; 340,000 compounds, 0.3% hits; Dengue-2 NS5 methyltransferase capping enzyme assay, biochemical; higher % means a stronger effect; Genome polyprotein (Dengue virus type 2 (strain 16681-PDK53)); in the data active = a potency from the dose series; inconclusive = inhibition above about 29% without an active follow-up result
NTR1 ag = agonists of NTR1, primary screen, imaging, U2OS cells, beta-arrestin-GFP, high content (AID 493036) | 330,000 compounds, 0.17% hits | Neurotensin receptor type 1 (Homo sapiens), P30989 | NTR1-U2OS beta-arrestin-GFP spot imaging, agonist mode | activation, % at 20 µM;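 active = activation at or above 40% of the spot to cytoplasm intensity ratio, with at least 20 cells analyzed; inconclusive = wells under 20 cells, flagged as cytotoxic or low count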;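 also: 0% = DMSO without peptide and 100% = 100 nM NTR1 peptide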
Target sequence (P30989 whole entry, looked up): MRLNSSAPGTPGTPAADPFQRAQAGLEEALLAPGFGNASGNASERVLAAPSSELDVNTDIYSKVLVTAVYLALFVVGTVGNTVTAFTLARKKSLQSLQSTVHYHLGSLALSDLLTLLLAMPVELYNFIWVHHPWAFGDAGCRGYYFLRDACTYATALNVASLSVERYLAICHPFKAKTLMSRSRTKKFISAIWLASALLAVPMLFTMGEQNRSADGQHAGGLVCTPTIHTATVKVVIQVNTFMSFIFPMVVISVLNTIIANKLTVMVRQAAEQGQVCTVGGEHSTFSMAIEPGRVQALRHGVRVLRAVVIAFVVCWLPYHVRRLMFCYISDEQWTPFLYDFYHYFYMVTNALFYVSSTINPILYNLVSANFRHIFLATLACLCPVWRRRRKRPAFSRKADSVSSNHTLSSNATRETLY
GPR55 LPI antagonism = GPR55 antagonists blocking LPI-driven arrestin recruitment, primary screen, imaging, U2OS, beta-arrestin-GFP, LPI agonist (AID 2013); U2OS GPR55 beta-arrestin-GFP translocation imaging, LPI antagonism; higher % means a stronger effect; 290,000 compounds, 0.13% hits; G-protein coupled receptor 55 (Homo sapiens); inhibition, % at 10 µM, or IC50 in µM where a hit was titrated;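 active = spots per cell inhibited over 60%, with over 100 cells counted and total cytoplasm intensity under 500,000; inconclusive = wells with under 100 cells, flagged as likely toxic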;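 also: U2OS cells stably carrying GPR55 and arrestin-GFP stimulated by 5 µM LPI near EC80; imaged beta-arrestin-GFP aggregate spots per cell after agonist stimulation; plate controls were LPI-stimulated DMSO wells for no effect and DMSO wells without LPI for full effect; some results filed as inactive read as strong as hits; confirmed hits need IC50 under 10 µM and bright autofluorescent wells are also inconclusive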
AID2073 = inhibitors of Mint1-CaV2.2 protein interaction, biochemical, HTRF (AID 2073); Voltage-dependent N-type calcium channel subunit alpha-1B (Homo sapiens); HTRF protein-protein interaction, Mint1-CaV2.2; higher % means a stronger effect; inhibition, % at 20 µM; hits with a dose series show IC50 in µM; 290,000 compounds, 0.19% hits; in the data active = inhibition mostly above about 51%, no sharp cut-off; inconclusive = no clear call, values can overlap the other calls; inactive = mostly below about 53%; also: some results filed as inactive read as strong as hits
Rac1 GTP hydrolysis = MgcRacGAP GTPase-activating activity inhibitors, confirmation, biochemical, ADP Hunter fluorescence | Rac GTPase-activating protein 1 (Homo sapiens) | MgcRacGAP-stimulated Rac1 GTP hydrolysis, ADP Hunter fluorescence; higher % means a stronger effect; GST-tagged Rac1 F28L mutant substrate | inhibition, % at 30 µM; hits with a dose series show IC50 in µM | 340,000 compounds, 0.6% hits;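 active = first-screen hits whose inhibition reached a set limit at any dose in the follow-up dose series; inconclusive = inhibition above the set first-screen limit but never retested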;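 also: fluorescence reports GDP produced by GAP-driven GTP hydrolysis; strong numbers were not always called active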
Yfh1-depleted yeast = enhancers of respiration in Yfh1-depleted yeast, dose response, Friedreich's ataxia, plus single-dose screen (AID 1465) | S. cerevisiae Yfh1-off respiration, WST-1 reduction, 72 h; higher fold induction means a stronger effect | fold induction at 50 µM; hits with a dose series show EC50 in µM | 220,000 compounds, 0.074% hits;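 active = fold induction of absorbance versus untreated yeast above a set limit, then at least 30% activation at any dose in follow-up; inconclusive = repeats straddling the limit, or above it without dose testing; inactive = fold induction below the set limit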;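 also: activators that raise dye reduction in frataxin-depleted yeast; strong numbers were not always called active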
GPR55 activation = GPR55 agonists via beta-arrestin recruitment, primary screen, imaging, U2OS cells, beta-arrestin-GFP redistribution (AID 1961). 290,000 compounds, 0.048% hits. G-protein coupled receptor 55 (Homo sapiens). one-dose activation, % at 10 µM; EC50 in µM for titrated hits. U2OS GPR55 beta-arrestin-GFP redistribution imaging; higher % means a stronger effect;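 active = activation above 40% with more than 50 cells counted in the well; inconclusive = wells holding fewer than 50 cells, flagged as toxic or sparse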;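 also: U2OS osteosarcoma cells stably expressing GPR55 and beta-arrestin-GFP; plate controls were DMSO negative control for no effect and LPI positive control for full effect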
NTR1 ag cell count 20 µM = recorded beside NTR1 ag, whose call it bears; cell count; measured here: cell count, cytotoxicity flag
NS5 inhibitors pilot replicate = further read-out of NS5 inhibitors, marked with its call; inhibition, %; measured here: pilot screen replicate inhibition
Numbers without * were called inactive.

Screening CCCc1cc(=O)oc2c(C)c(OCC(=O)Nc3ccccn3)ccc12 returned SV40 large T antigen 11%, GPR35 arrestin U2OS 0%, NS5 inhibitors -3%, NTR1 ag 4.7, GPR55 LPI antagonism 0%, AID2073 3%, Rac1 GTP hydrolysis -14%, GPR55 activation -0.2% and NTR1 ag cell count 20 µM 54.
COc1cccc(C2C(C(=O)c3ccc(C)o3)=C(O)C(=O)N2CCN2CCOCC2)c1 (stereo unspecified) was read as SV40 large T antigen -2%, GPR35 arrestin U2OS 6%, NS5 inhibitors -9%, NTR1 ag 1.6, GPR55 LPI antagonism -14%, AID2073 15%, Rac1 GTP hydrolysis 0%, GPR55 activation 0.3% and NTR1 ag cell count 20 µM 43.
`Cc1cc(NC(=O)COc2ccc(C(C)(C)C)cc2)no1` gave GPR35 arrestin U2OS 12%, NS5 inhibitors -8%, NTR1 ag 2.5, GPR55 LPI antagonism 1%, AID2073 13%, Rac1 GTP hydrolysis 8%, GPR55 activation 0.8% and NTR1 ag cell count 20 µM 37.
`CN(C)C(=O)CSc1nc2ccc(C(=O)c3ccccc3)cc2[nH]1` gave SV40 large T antigen 1%, GPR35 arrestin U2OS -3%, NS5 inhibitors -6%, NTR1 ag 0.7, GPR55 LPI antagonism 8%, AID2073 5%, Rac1 GTP hydrolysis 10%, GPR55 activation 0.4% and NTR1 ag cell count 20 µM 61.
CC1=C(C(=O)Nc2ccc(Cl)cc2)C(c2cccs2)n2nnnc2N1 (stereo unspecified) was read as SV40 large T antigen -2%, GPR35 arrestin U2OS -1%, NS5 inhibitors -9%, NTR1 ag 0.2, GPR55 LPI antagonism 12%, AID2073 -1%, Rac1 GTP hydrolysis 0%, Yfh1-depleted yeast inactive, GPR55 activation -0.2%, NTR1 ag cell count 20 µM 102 and NS5 inhibitors pilot replicate 1.7.
Cc1ccc(C)c(C(=O)CSc2nc3ccccc3c(=O)[nH]2)c1 was read as SV40 large T antigen 17%, GPR35 arrestin U2OS -10%, NS5 inhibitors -3%, NTR1 ag 4.2, GPR55 LPI antagonism -6%, AID2073 15%, Rac1 GTP hydrolysis 4%, Yfh1-depleted yeast inactive, GPR55 activation -0.1% and NTR1 ag cell count 20 µM 44.
For CCCC(C(=O)NCc1ccco1)N(Cc1ccco1)C(=O)CNS(=O)(=O)c1ccccc1 (stereo unspecified) the results were SV40 large T antigen 4%, GPR35 arrestin U2OS 15%, NS5 inhibitors -7%, NTR1 ag 0.3, GPR55 LPI antagonism -3%, AID2073 -3%, Rac1 GTP hydrolysis 4%, GPR55 activation -0.4% and NTR1 ag cell count 20 µM 52.
O=C(CCS(=O)(=O)Cc1ccccc1)N1CCN(c2ccccc2)CC1 was read as SV40 large T antigen 16%, GPR35 arrestin U2OS 15%, NS5 inhibitors 3%, NTR1 ag 1.0, GPR55 LPI antagonism 10%, AID2073 3%, Rac1 GTP hydrolysis -5%, Yfh1-depleted yeast inactive, GPR55 activation -0.1% and NTR1 ag cell count 20 µM 65.
`CCOc1ccc(C(=O)NCc2ccc3c(c2)OCO3)cc1` gave SV40 large T antigen 5%, GPR35 arrestin U2OS 6%, NS5 inhibitors -2%, NTR1 ag -0.6, GPR55 LPI antagonism 16%, AID2073 4%, Rac1 GTP hydrolysis -3%, GPR55 activation -0.1%, NTR1 ag cell count 20 µM 50 and NS5 inhibitors pilot replicate -0.3.
Screening O=[N+]([O-])c1ccc(COc2ccc(Br)cc2CN2CCOCC2)cc1 returned SV40 large T antigen 9%, GPR35 arrestin U2OS 8%, NS5 inhibitors -3%, NTR1 ag 1.7, GPR55 LPI antagonism 18%, AID2073 -16%, Rac1 GTP hydrolysis 4%, Yfh1-depleted yeast inactive, GPR55 activation -0.3% and NTR1 ag cell count 20 µM 35.
CCn1ccnc1CN(C)C(=O)CC1C(=O)NCCN1Cc1c(F)cccc1Cl (stereo unspecified) was read as SV40 large T antigen -2%, GPR35 arrestin U2OS 5%, NS5 inhibitors 2%, NTR1 ag 1.1, GPR55 LPI antagonism 18%, AID2073 12%, Rac1 GTP hydrolysis 1%, Yfh1-depleted yeast inactive, GPR55 activation 0.1% and NTR1 ag cell count 20 µM 48.
O=C1c2ccsc2SCCN1Cc1ccc(Cl)cc1 was read as SV40 large T antigen 6%, GPR35 arrestin U2OS 2%, NS5 inhibitors 4%, NTR1 ag -0.5, GPR55 LPI antagonism 7%, AID2073 -4%, Rac1 GTP hydrolysis 8%, Yfh1-depleted yeast inactive, GPR55 activation -0.1% and NTR1 ag cell count 20 µM 64.
For Cc1ccc(NC(=O)C2=CCN(S(=O)(=O)c3ccc(F)cc3)CC2)c(C)c1 the results were SV40 large T antigen 11%, GPR35 arrestin U2OS 6%, NS5 inhibitors -1%, NTR1 ag -0.5, GPR55 LPI antagonism 6%, AID2073 1%, Rac1 GTP hydrolysis 4%, GPR55 activation -0.3% and NTR1 ag cell count 20 µM 56.
For O=C(NCc1ccc(F)cc1)c1c2c(nc3ccccc13)CCN(Cc1ccccc1)C2 the results were SV40 large T antigen 3%, GPR35 arrestin U2OS 29%, NS5 inhibitors -5%, NTR1 ag 1.2, GPR55 LPI antagonism 5%, AID2073 3%, Rac1 GTP hydrolysis 8%, Yfh1-depleted yeast inactive, GPR55 activation 0.0% and NTR1 ag cell count 20 µM 45.
Screening CC(C)[C@H](NC(=O)c1ccccc1)C(=O)OCC(=O)N1CC(=O)Nc2ccccc21 returned SV40 large T antigen 11%, GPR35 arrestin U2OS 1%, NS5 inhibitors -6%, NTR1 ag 1.4, GPR55 LPI antagonism 1%, AID2073 0%, Rac1 GTP hydrolysis 2%, Yfh1-depleted yeast inactive, GPR55 activation -0.2% and NTR1 ag cell count 20 µM 70.
`Cc1ccc(NC(=O)[C@@]2(CC(=O)O)CC(/C=C/c3ccccc3)=NO2)c(C)c1` gave SV40 large T antigen 9%, GPR35 arrestin U2OS 5%, NS5 inhibitors -4%, NTR1 ag -0.2, GPR55 LPI antagonism 6%, AID2073 0%, Rac1 GTP hydrolysis 6%, GPR55 activation 0.4% and NTR1 ag cell count 20 µM 81.
Cc1nc2nc[nH]n2c(=O)c1NC(=O)c1cccc(OCC(C)C)c1 was read as SV40 large T antigen 0%, GPR35 arrestin U2OS 11%, NS5 inhibitors 0%, NTR1 ag -0.5, GPR55 LPI antagonism 26%, AID2073 5%, Rac1 GTP hydrolysis 1%, Yfh1-depleted yeast inactive, GPR55 activation -0.1% and NTR1 ag cell count 20 µM 37.
`CC1=CC(c2ccccc2)n2nc(NC(=O)CCCC(=O)O)nc2N1` (stereo unspecified) gave SV40 large T antigen 10%, GPR35 arrestin U2OS 2%, NS5 inhibitors 0%, NTR1 ag 1.4, GPR55 LPI antagonism 4%, AID2073 inconclusive, Rac1 GTP hydrolysis 6%, GPR55 activation -0.1% and NTR1 ag cell count 20 µM 72.
`CCOC(=O)C1CCCCN1Cc1cccc(F)c1` (stereo unspecified) gave SV40 large T antigen 10%, GPR35 arrestin U2OS 0%, NS5 inhibitors 0%, NTR1 ag -0.7, GPR55 LPI antagonism -4%, AID2073 -4%, Rac1 GTP hydrolysis 10%, Yfh1-depleted yeast inactive, GPR55 activation -0.1% and NTR1 ag cell count 20 µM 48.
`CCn1cc(C(=O)OCC(=O)c2ccccc2)c(=O)c2ccc(C)nc21` gave SV40 large T antigen 1%, GPR35 arrestin U2OS -2%, NS5 inhibitors -10%, GPR55 LPI antagonism 2%, AID2073 4%, Rac1 GTP hydrolysis 1%, Yfh1-depleted yeast inactive and GPR55 activation -0.3%.
For COc1nc(-c2cccc([N+](=O)[O-])c2)nc2ccccc12 the results were SV40 large T antigen 20%, GPR35 arrestin U2OS -23%, NTR1 ag 3.5, GPR55 LPI antagonism -3%, AID2073 34%, Yfh1-depleted yeast inactive, GPR55 activation -0.1% and NTR1 ag cell count 20 µM 47.
`Cc1c2ccccc2nc2ccccc12` gave SV40 large T antigen 8%, NS5 inhibitors -1%, NTR1 ag 2.0, Rac1 GTP hydrolysis 7% and NTR1 ag cell count 20 µM 47.
`C/C(=C\c1ccccc1)CN1CCN(c2ccccc2)CC1` gave SV40 large T antigen -3%, GPR35 arrestin U2OS 3%, NS5 inhibitors 7%, NTR1 ag 3.6, GPR55 LPI antagonism 5%, AID2073 6%, Rac1 GTP hydrolysis 13%, Yfh1-depleted yeast inactive, GPR55 activation -0.2% and NTR1 ag cell count 20 µM 49.
Screening CC(C)Oc1ccc(/C=N/NC(=O)c2nnn(-c3nonc3N)c2CN(C)C2CCCCC2)cc1 returned SV40 large T antigen -6%, GPR35 arrestin U2OS -11%, NS5 inhibitors -4%, NTR1 ag 0.0, GPR55 LPI antagonism -10%, AID2073 10%, Rac1 GTP hydrolysis -9%, GPR55 activation -0.1% and NTR1 ag cell count 20 µM 56.
COc1ccccc1-c1nc(SCC(=O)Nc2cc(C)on2)c2c(=O)n(C)c(=O)n(C)c2n1 was read as SV40 large T antigen 3%, GPR35 arrestin U2OS -33%, NS5 inhibitors -4%, NTR1 ag 4.3, GPR55 LPI antagonism -21%, AID2073 16%, Rac1 GTP hydrolysis 4%, GPR55 activation -0.1% and NTR1 ag cell count 20 µM 58.
For CCOC(=O)c1ccc(N2CCOCC2)c(NC(=O)c2c(-c3ccccc3)noc2C)c1 the results were SV40 large T antigen 7%, GPR35 arrestin U2OS -10%, NTR1 ag 2.6, GPR55 LPI antagonism -9%, AID2073 7%, Yfh1-depleted yeast inactive, GPR55 activation 0.2% and NTR1 ag cell count 20 µM 52.

Rows were taken by chance; about 1.7% have a hit in one of these screens.
